GPR151 activ = activators of human GPR151. Q8TDV0. PathHunter beta-arrestin GPR151 cells, luminescence. activation, % at 11.2 µM. 650,000 compounds, 1% hits; in the data active = activation above about 4.9%;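 also: 0% = median of compound wells and 100% = cells with positive control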
Target sequence (Q8TDV0 whole entry, looked up): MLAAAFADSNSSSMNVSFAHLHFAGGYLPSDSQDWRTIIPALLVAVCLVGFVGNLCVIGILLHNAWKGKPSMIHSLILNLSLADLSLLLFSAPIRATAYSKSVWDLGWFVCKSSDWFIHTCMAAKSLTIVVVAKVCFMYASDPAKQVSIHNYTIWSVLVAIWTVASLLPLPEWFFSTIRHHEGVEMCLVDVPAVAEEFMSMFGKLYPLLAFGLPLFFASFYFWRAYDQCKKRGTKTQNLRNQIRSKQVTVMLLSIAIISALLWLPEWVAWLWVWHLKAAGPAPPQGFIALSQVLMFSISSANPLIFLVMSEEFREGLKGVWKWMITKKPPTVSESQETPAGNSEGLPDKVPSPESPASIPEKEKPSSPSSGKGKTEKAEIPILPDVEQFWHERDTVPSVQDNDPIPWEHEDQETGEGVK
MITF primary = blocks human microphthalmia-associated transcription factor; inhibition, % at 2.6 µM; O75030; AlphaScreen MITF homodimerization, bead proximity signal; 650,000 compounds, 0.91% hits; AID 1259374; in the data active = inhibition above about 50%;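 also: 0% = vehicle wells with protein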
Target sequence (O75030 whole entry, looked up): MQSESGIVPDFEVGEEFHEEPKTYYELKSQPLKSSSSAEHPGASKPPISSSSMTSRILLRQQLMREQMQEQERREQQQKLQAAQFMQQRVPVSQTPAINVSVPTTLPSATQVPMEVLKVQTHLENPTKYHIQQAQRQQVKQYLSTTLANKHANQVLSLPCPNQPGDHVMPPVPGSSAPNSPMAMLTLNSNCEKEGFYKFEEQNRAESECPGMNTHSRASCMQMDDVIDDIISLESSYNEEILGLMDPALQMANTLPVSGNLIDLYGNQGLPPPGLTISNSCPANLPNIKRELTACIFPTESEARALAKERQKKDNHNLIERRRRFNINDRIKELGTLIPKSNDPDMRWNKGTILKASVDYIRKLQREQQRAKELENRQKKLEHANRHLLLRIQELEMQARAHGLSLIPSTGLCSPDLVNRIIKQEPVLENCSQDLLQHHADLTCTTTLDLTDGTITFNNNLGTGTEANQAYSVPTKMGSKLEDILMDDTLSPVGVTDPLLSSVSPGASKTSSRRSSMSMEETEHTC
TEAD-YAP block = TEAD-YAP interaction inhibition | inhibition, % at 9.12 µM | HEK-TIYL cells, TEAD-Gal4/YAP UAS-luciferase luminescence | 640,000 compounds, 1.4% hits; in the data active = inhibition above about 32%;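 also: 0% = median of test compound wells and 100% = reference inhibitor wells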
FBW7 activator = human FBW7 E3 ligase activation, primary screen | Q969H0 | AlphaScreen FBW7–phospho-cyclin E peptide binding, activator screen | normalized activity (activation), % at 26.1 µM | 650,000 compounds, 0.13% hits | AID 1259310; in the data active = normalized activity above about 1.9%;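 also: purified mutant Fbw7 with reduced substrate affinity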
Numbers without * were called inactive; . = not tested or not shown; & = joins results of further samples.

Below each SMILES: GPR151 activ	MITF primary	TEAD-YAP block	FBW7 activator
CC(=O)c1cccc(NC(=O)c2sc3nc(-c4ccc(F)cc4)cn3c2C)c1
    -0.1	0	-6	0.0
CCOC(=O)CNC(=O)c1cc([N+](=O)[O-])ccc1Cl
    0.0	-2	-5	-0.1
Cn1c(SCc2ccccc2Br)nnc1-c1ccc([N+](=O)[O-])cc1
    0.7	1	0	0.0
COc1cc(OC)c(OC)cc1/C=C/c1nc2cc3ccccc3cc2c(=O)n1-c1ccc(F)cc1
    3.9	5	-4	-0.2
O=S(=O)(c1ccc(Cl)s1)N1CCN(c2cccc(Cl)c2)CC1
    -0.7	12	7	0.2
CN1CCN(C(=O)c2cnn(-c3ccccc3)c2-n2cccc2)CC1
    -0.4	7	5	0.0
COc1cc(/C=C2\SC(N3CCN(CCO)CC3)=NC2=O)ccc1O
    -1.8	3	7	-0.1
O=C(COC(=O)c1ccccc1Br)NC(=O)NC1CCCC1
    1.0	25	-4	0.1
COc1ccc(NC(=O)Nc2nnc(N3CCCCCC3)s2)cc1
    -0.7	2	-1	0.1
c1ccc2[nH]c(CNc3nc(N4CCN(Cc5ccc6c(c5)OCO6)CC4)nc4c3ncn4C3CCCCC3)nc2c1
    2.8	-1	41*	-0.1

4 entries from above, sorted by number of heavy atoms, lowest first:
Below each SMILES: GPR151 activ	MITF primary	TEAD-YAP block	FBW7 activator
CCOC(=O)CNC(=O)c1cc([N+](=O)[O-])ccc1Cl
    0.0	-2	-5	-0.1
Cn1c(SCc2ccccc2Br)nnc1-c1ccc([N+](=O)[O-])cc1
    0.7	1	0	0.0
COc1cc(OC)c(OC)cc1/C=C/c1nc2cc3ccccc3cc2c(=O)n1-c1ccc(F)cc1
    3.9	5	-4	-0.2
c1ccc2[nH]c(CNc3nc(N4CCN(Cc5ccc6c(c5)OCO6)CC4)nc4c3ncn4C3CCCCC3)nc2c1
    2.8	-1	41*	-0.1

Next part.
Below each SMILES: GPR151 activ	MITF primary	TEAD-YAP block	FBW7 activator
O=C(Nc1ccc2ccccc2c1)c1ccc2c(c1)C(=O)N(N1C(=O)c3ccccc3C1=O)C2=O
    -0.5	16	2	0.7
CC(NC(=O)C(=O)NCc1cccnc1)C(c1cccs1)N1CCOCC1 (stereo not given)
    -0.1	-16	-3	0.0
CCCCOC(=O)c1ccc(Nc2nc(C)c([N+](=O)[O-])c(Nc3ccc(C(=O)OCCCC)cc3)n2)cc1
    1.5	-4	0	0.1
Cc1ccccc1Nc1nc(-c2cc3cc(Cl)ccc3oc2=O)cs1
    2.1	-1	4	0.0
Cc1ccccc1NC(=O)C1Cc2ccccc2CN1C(=O)c1ccco1 (stereo not given)
    -0.7	12	5	0.5
Cc1ccccc1C(=O)n1nc(-c2cccnc2)nc1NCc1cccs1
    -0.4	3	17	-0.2
O=C(c1ccc(S(=O)(=O)N2CCOCC2)cc1)N1CCc2ccccc2C1
    0.0	-7	1	0.0
CC1=C(C(=O)OCc2ccc(C)cc2)C(c2ccccc2Cl)NC(=O)N1 (stereo not given)
    2.4	-1	-5	-0.1
COC(=O)C(CC(C)C)NC(=O)c1c(-c2c(Cl)cccc2Cl)noc1C (stereo not given)
    0.1	1	-4	0.1
Cc1c(CN2CCC3(CC2)CC3C(=O)Nc2ccc3c(c2)OCO3)cnn1C (stereo not given)
    0.1	5	1	0.0
CC(=O)C12CC3CC(C1)CC(C(C)=O)(C3)C2
    1.6	-5	12	0.0
Cc1onc(-c2ccccc2)c1C(=O)Nc1ccc(Br)cc1
    1.6	9	10	0.1
COC(=O)c1ccc(-n2nnnc2SCc2cccc([N+](=O)[O-])c2)cc1
    0.5	3	-6	-0.1
CN(C)C(=O)c1nc2ccc(Cl)cn2c1CNCC(c1ccccc1)N1CCCCC1 (stereo not given)
    -0.2	-8	-9	-0.1
Cn1c(=O)c2c(ncn2CC(=O)Nc2ccc(Cl)cc2)n(C)c1=O
    1.4	-7	-2	-0.2
O=C(Nc1ccccc1Br)C(=O)NC1CCCCCC1
    0.0	4	-55	0.0
Cc1ccc(OCC(=O)Nc2ccc3c(c2)C(=O)NC3=O)cc1C
    -0.2	6	-5	0.1
CCOc1ccc(/C(O)=C2\C(=O)C(=O)N(c3nnc(C)s3)C2c2ccc(C(C)(C)C)cc2)cc1 (stereo not given)
    -2.2	21	0	-0.2
COC(=O)c1cccc(C(=O)Oc2ccc(OC(=O)c3cccc(C(=O)OC)n3)c(Cl)c2)n1
    2.1	13	1	0.0
Cc1ccc2nc(NC(=O)C3CC(O)CN3C(=O)OC(C)(C)C)sc2c1 (stereo not given)
    2.9	11	-16	0.1

Random excerpt: two entries already listed, in no set order.
Below each SMILES: GPR151 activ	MITF primary	TEAD-YAP block	FBW7 activator
Cc1onc(-c2ccccc2)c1C(=O)Nc1ccc(Br)cc1
    1.6	9	10	0.1
CC(=O)C12CC3CC(C1)CC(C(C)=O)(C3)C2
    1.6	-5	12	0.0

(listing goes on)
Below each SMILES: GPR151 activ	MITF primary	TEAD-YAP block	FBW7 activator
Clc1cc(Cl)c(OCCN2CCOCC2)c(Cl)c1
    -1.1	13	5	0.1
COc1ccc(-c2ncn(-c3ccc(Nc4ncc(F)c(-c5cccc(N6CCOCC6)c5)n4)cc3)n2)cn1
    0.5	6	0	0.0
CCC(=O)N(Cc1cc2cc(OC)ccc2[nH]c1=O)CC1CCCO1 (stereo not given)
    -0.9	-1	4	1.5
COC(=O)C1=C(C)NC2=C(C(=O)CCC2)C1c1ccc(O)c([N+](=O)[O-])c1 (stereo not given)
    0.1&-0.2	5&-12	2&5	0.1&-0.2
COC(=O)C(C)Oc1cccc2c1ccc1c3c(c(=O)oc12)CCCC3 (stereo not given)
    -0.6	-5	-5	-0.1
O=C(Cn1nc(-c2cccs2)n(-c2ccncc2)c1=O)NC1CCCCC1
    0.4	-8	-7	0.0
CC(=O)NC(=O)c1cc2cc(Br)ccc2oc1=Nc1ccc(Cl)cc1Cl
    0.9	-6	-5	0.0
COC(=O)c1ccc(S(=O)(=O)N2C3CCC2CC(NC(=O)NC2CCCCC2)C3)cc1 (stereo not given)
    0.9	4	0	0.0
Cc1cc(/C=C2\C(=O)NC(=O)N(c3ccc4c(c3)OCO4)C2=O)c(C)n1-c1ccccc1
    -1.5	-14	5	-0.1
CCOC(=O)c1c(NCCN(C)C)cc(C)nc1C
    0.7	-7	8	0.0
Cc1ncn(-c2ccc(Nc3nccc(-c4ccc(C#N)c(N5CCCC5)c4)n3)cc2)n1
    -0.9	20	30	0.2
Cc1ccc(N2C(=O)CSC2c2ccc(F)c(F)c2)cc1Cl (stereo not given)
    -0.6	4	-10	-0.2
CCOC(=O)C(C)N1C(=O)S/C(=C/c2cc(C)n(-c3ccncc3)c2C)C1=O (stereo not given)
    -1.1	-8	-1	-0.3
Cc1occc1C(=O)Nc1ccc(S(=O)(=O)Nc2nccs2)cc1
    0.9	-4	8	-0.1
O=C(NCc1ccccc1)c1cc(Oc2ccccc2)nc2ccccc12
    -1.5	1	6	0.0
COc1ccc(S(=O)(=O)N(CC(=O)NC(C(C)C)C(C)C)c2ccc(C)cc2)cc1
    0.0	16	9	0.3
COc1ccc(CC(=O)N2CCN=C2SCc2ccccc2)cc1
    0.0	-5	-11	-0.1
O=C1c2ccccc2C(=O)N1CC(=O)N(c1ccccc1)c1ccccc1
    0.3	-7	1	-0.3
COc1cc(NC(=O)c2cncc(-c3ccc(N4CCN(C)CC4)cc3)c2)cc(OC)c1OC
    -0.4	14	2	0.0
O=C(NCc1ccc(C(=O)NCCN2CCOCC2)cc1)Nc1ccc(-c2cn[nH]c2)cc1
    -0.7	34	4	0.1
CCOC(=O)c1cc2c(c(CSc3nc4ccccc4c(=O)n3CCCN3CCCCC3)c1)OCOC2
    -0.8	-13	-7	-0.1
N#C/C(=C\c1ccc(F)cc1)C(=O)Nc1ccccn1
    2.1	-6	-4	-0.1
O=C(CSc1nc2ccccc2[nH]1)Nc1cc(Cl)ccc1Cl
    11*	13	2	-0.1
COc1ccc2[nH]c(=O)c(CN(C(C)=O)c3ccccc3C)cc2c1
    -0.2	-2	3	-0.2
CCCCCOC(=O)CSc1n[nH]c(=O)[nH]c1=O
    0.7	9	-2	-0.1
O=C(Cn1nnc(-c2ccccc2)n1)Nc1ccc(F)c(Cl)c1
    2.3	-12	1	0.1
CN(C)S(=O)(=O)c1ccc(NC(=O)C(C)(C)C)cc1
    3.2	-2	-1	0.0
COC(=O)c1sc(NC(=O)c2ccc(OC)c(Cl)c2)c(C#N)c1C
    0.5	2	5	0.0
COc1nc(N)c(C#N)c(-c2ccccc2)c1C#N
    -1.0	-1	-19	-0.1
COCCn1c(=O)[nH]c2cc(C(=O)NCCC(C)C)ccc2c1=O
    -0.9	-2	12	-0.1
CCC(=O)Nc1cc(C)c(NC(=O)C2CC2)cn1
    -0.9	0	-2	-0.1
CCCCn1c(CNC(=O)c2ccccc2OC)nnc1SC(C)C(=O)Nc1sc2c(c1C(=O)OCC)CCCC2 (stereo not given)
    0.1	-1	10	0.0
CCOC(=O)N1CCc2c(sc(NCc3cc(OC)c(OC)cc3OC)c2C(=O)Nc2ccccc2OCC)C1
    -1.2	-1	4	0.3
CC(=O)N1CCc2c(sc(NC(=O)c3cccc(C(F)(F)F)c3)c2C#N)C1
    1.7	-5	21	0.1
CC(=O)NC(Nc1ccccc1F)(C(F)(F)F)C(F)(F)F
    -0.5	-6	2	0.2
O=Cc1cc(Cl)ccc1OCc1ccccc1
    4.7	2	-13	0.0
CCOC(=O)c1ccc(N=C2SC(C(=O)Nc3ccc(OC)cc3)CC(=O)N2C)cc1 (stereo not given)
    2.2	-4	12	0.0
Cc1cc(OCCCN2CCOCC2)cc(C(C)C)c1
    0.6	26	2	0.0
CC(NS(=O)(=O)c1ccccc1)C12CCC3CCC(CC(C3)C1)C2 (stereo not given)
    1.5	-2	5	0.0
CC(C)(C)c1ccc(-c2nc3cc(NC(=O)c4cc(Br)ccc4Cl)ccc3o2)cc1
    0.1	-6	13	-0.1
O=C(CC[C@H]1CN(Cc2cccnc2)CC[C@H]1N1CCCC1)NCCN1CCCCC1
    -1.0	-3	3	0.3
Cc1ccnc(N2CCC(C(=O)Nc3cc(F)ccc3C)CC2)n1
    -0.1	-1	-2	-0.1
Cc1ccc2cc[nH]c2c1N1CCC2(CC1)OCCO2
    0.7	-6	-6	-0.1
Cc1nc(Nc2ccc(NC(=O)COc3ccc(Cl)cc3)cc2)cc(-n2cccn2)n1
    3.0	2	4	-0.2
CCC(C)N1CCN(S(=O)(=O)c2ccc(Cl)cc2)CC1 (stereo not given)
    0.3	27	-5	-0.2
O=S(=O)(/C=C/c1cccc(Br)c1)N1C=Cc2ccccc2C1c1c[nH]c2ccccc12 (stereo not given)
    -0.1	0	-4	-0.2
CC(CCc1ccccc1)NC(=O)Cc1ccc([N+](=O)[O-])cc1 (stereo not given)
    -0.9	1	-11	-0.2
O=C(Nc1ccc(Cl)cc1)c1ccc(S(=O)(=O)N2CCCC2)cc1
    1.0	2	4	0.0
Cn1c(SCc2ccc([N+](=O)[O-])cc2)nnc1-c1ccco1
    0.2	9	-8	0.3
CCCNc1cc(-c2ccc(OC)cc2)ncn1
    -3.7	8	-25	-0.1

Next part
Below each SMILES: GPR151 activ	MITF primary	TEAD-YAP block	FBW7 activator
c1ccc(CNc2nc3c(s2)CCCC3)cc1
    -0.3	5	-29	-0.1
O=C(Nc1nc2c(ccc3ccccc32)s1)c1cc(=O)c2ccccc2o1
    -1.7	6	4	0.7
O=C(CC(C(=O)O)N1CCCCC1)Nc1ccccc1 (stereo not given)
    -0.8	28	1	0.7
O=C(O)CCn1cc(/C=C2\SC(=S)NC2=O)c(-c2cc3ccccc3o2)n1
    -0.4	21	5	0.2
O=C(NC1CCCC1)C(c1ccccn1)N(C(=O)c1csnn1)c1ccccc1 (stereo not given)
    -0.4	-21	10	0.1
CC(c1ccc2c(c1)OCCO2)N(C)Cc1nc(-c2cnccn2)no1 (stereo not given)
    -0.8	13	-3	0.1
Cc1ccc(NC(=O)CN2Cc3ccccc3C2=O)cc1Cl
    1.8	-8	-2	-0.2
CCOc1ccccc1C1NC(=O)CCC1[N+](=O)[O-] (stereo not given)
    2.9	-5	5	0.0
CCOC(=O)CN1C(=O)C(O)(CC(=O)c2c(C)cc(C)cc2C)c2ccccc21 (stereo not given)
    -0.7	8	0	-0.3
O=C(O)Cc1ccc(NC2CC(=O)N(Cc3ccccc3)C2=O)cc1 (stereo not given)
    -0.3	16	4	0.2
CC(C)c1ccc(/C=C(\C#N)C(=O)NCC2CCCO2)cc1 (stereo not given)
    0.6	-7	9	0.3
COc1ccc2c(c1)O[C@H](c1ccc3c(c1)OCO3)C(OC(=O)N[C@H]1CCCc3ccccc31)C2=O (stereo not given in full)
    5.3*	-21	.	0.1
COC(=O)C#Cc1ccccn1
    0.6	12	9	-0.4
CCc1nn(C(C)C(=O)NCCc2c[nH]c3ccccc23)c(=O)c2cc3occc3n12 (stereo not given)
    -0.2	1	-12	0.8
CC(C)(C)NC(=O)CSc1nsc(SCC(=O)NC(C)(C)C)c1C#N
    -0.2	19	-5	0.3
NC(=O)c1cnc(Nc2ccc(-n3ccnc3)cc2)s1
    1.5	16	-4	0.7
COCC(CN1CCN(C2=NS(=O)(=O)c3ccccc32)CC1)OC(=O)c1ccccc1 (stereo not given)
    1.3	5	4	0.1
O=C(/C=C/c1ccccc1)Nc1ccccc1I
    1.2	6	-33	0.2
Cc1ccc(C(=O)N2CCC3(CC2)CC3C(=O)NCCCc2ccncc2)c(C)c1 (stereo not given)
    2.0	6	-1	-0.2

Screens as filed in PubChem BioAssay.
